697 NFkB inh = lowers PMA/ionomycin-induced NF-kB signal in 697 B cells. 697 B-cell NF-kB luciferase reporter, 16 h. inhibition, % at 4 µM. actives 0.33% (n = 330,000); in the data active means inhibition above about 35%
Gli-Sufu block = Gli-Sufu pathway antagonism. inhibition, % at 5 µM. Sufu-KO-LIGHT fibroblasts, Gli luciferase reporter luminescence. actives 0.74% (n = 340,000);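 active means inhibition above about 55%, limit read from the data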;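 further: 0% = DMSO-treated cells and 100% = wells with medium but no cells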
SENP8 inh = SENP8 protease inhibition; inhibition, % at 10 µM; Q96LD8; purified SENP8, Z-RLRGG-aminoluciferin cleavage, luminescence; actives 1.2% (n = 330,000)
SENP7 inh = SENP7 protease inhibition; recombinant SENP7, Z-RLRGG-aminoluciferin luminescence, 40 min; inhibition, % at 5 µM; actives 1.5% (n = 330,000);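 active means inhibition above about 50% at the single test dose, limit read from the data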;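 further: plate controls were DMSO with enzyme for no effect and no enzyme buffer wells for full effect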
UBC13 inh = human UBC13 polyubiquitination inhibition; P61088; UBC13 polyubiquitin chain formation, TR-FRET; inhibition, % at 20 µM; actives 0.47% (n = 330,000); AID 485273; in the data active means inhibition above about 45%, passing the limit was not always enough
Jurkat NFkB inh = lowers PMA/ionomycin-induced NF-kB signal in Jurkat cells. PMA/ionomycin-induced NF-kB luciferase reporter, luminescence. inhibition, % at 4 µM. actives 0.53% (n = 330,000). AID 435003
Apaf-1 inh = inhibitors of human Apaf-1 apoptosome; inhibition, % at 20 µM; actives 0.71% (n = 330,000); AID 489030; O14727; reconstituted apoptosome caspase-3 activity, DEVD-Rh110 fluorescence; active means inhibition of at least 40% at 20 µM;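 further: plate controls were DMSO wells for no effect and DEVD-CHO caspase inhibitor wells for full effect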
Target sequence (O14727 whole entry, looked up): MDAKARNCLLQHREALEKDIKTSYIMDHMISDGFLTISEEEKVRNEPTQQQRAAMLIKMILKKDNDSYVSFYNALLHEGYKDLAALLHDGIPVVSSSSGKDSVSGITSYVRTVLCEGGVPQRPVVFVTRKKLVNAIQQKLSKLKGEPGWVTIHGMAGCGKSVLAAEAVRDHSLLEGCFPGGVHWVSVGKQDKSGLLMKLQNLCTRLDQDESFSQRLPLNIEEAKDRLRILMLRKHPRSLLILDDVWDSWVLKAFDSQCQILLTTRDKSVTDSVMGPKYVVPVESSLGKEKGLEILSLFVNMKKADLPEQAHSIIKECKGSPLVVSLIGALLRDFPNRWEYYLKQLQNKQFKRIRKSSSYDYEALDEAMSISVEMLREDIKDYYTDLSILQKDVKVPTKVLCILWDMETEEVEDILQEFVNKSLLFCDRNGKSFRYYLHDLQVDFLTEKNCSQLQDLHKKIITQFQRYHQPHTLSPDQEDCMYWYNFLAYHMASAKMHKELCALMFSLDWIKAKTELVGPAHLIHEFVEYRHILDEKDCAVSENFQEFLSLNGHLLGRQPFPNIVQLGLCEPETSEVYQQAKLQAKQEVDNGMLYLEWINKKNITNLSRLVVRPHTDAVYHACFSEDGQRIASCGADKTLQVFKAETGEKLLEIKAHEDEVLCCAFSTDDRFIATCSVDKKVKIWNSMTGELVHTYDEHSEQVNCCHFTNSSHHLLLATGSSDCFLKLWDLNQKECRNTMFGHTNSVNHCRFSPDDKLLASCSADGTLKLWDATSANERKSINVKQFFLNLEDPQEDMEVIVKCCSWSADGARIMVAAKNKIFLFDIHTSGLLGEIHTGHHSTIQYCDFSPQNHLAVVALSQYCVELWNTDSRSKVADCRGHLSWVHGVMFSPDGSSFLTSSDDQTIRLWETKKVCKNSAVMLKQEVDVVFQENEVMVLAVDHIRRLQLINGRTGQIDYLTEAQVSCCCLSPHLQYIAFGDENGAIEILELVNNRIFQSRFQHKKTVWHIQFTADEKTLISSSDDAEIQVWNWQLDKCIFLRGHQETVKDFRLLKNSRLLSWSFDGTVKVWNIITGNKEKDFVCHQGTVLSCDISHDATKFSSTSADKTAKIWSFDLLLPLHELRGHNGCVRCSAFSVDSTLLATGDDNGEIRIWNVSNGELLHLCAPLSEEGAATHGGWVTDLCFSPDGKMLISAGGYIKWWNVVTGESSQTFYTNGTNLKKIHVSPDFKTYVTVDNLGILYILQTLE
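Assay system – apoptosome proteins · Medium – Hepes buffer, pH 7.5 · Also added – cytochrome c with DEVD-Rh110 · Timing – 30 min compound preincubation, 50 min activation, room temperature · Detection – Rh110 fluorescence, excitation 480 nm, emission 540 nm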
HKDC1 inh = blocks human hexokinase HKDC1 activity | Q2TB90 | recombinant HKDC1, G6PDH/diaphorase resazurin coupled fluorescence | inhibition, % at 20 µM | actives 0.16% (n = 340,000) | AID 493160;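 active means inhibition above about 35% when tested at 20 µM, limit read from the data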;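 further: plate controls were DMSO wells with enzyme for no effect and DMSO wells lacking enzyme for full effect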
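Assay system: in-house recombinant HK5 (HKDC1) enzyme. Input: HKDC1 at 5 µg/mL. Medium: Tris pH 8.0 buffer with MgCl2, Tween-20, BSA, BME. Dosing: single 20 µM dose. Schedule: 90 min reaction incubation at room temperature, dark. Signal: resazurin-to-resorufin fluorescence via G6PDH and diaphorase coupling, 525/613 nm. Controls: DMSO-enzyme wells negative, buffer-substituted wells positive.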
An asterisk follows results filed as active. Unless noted, no stated cut-off is given here; in the data, active means inhibition above about 50%; inactive means the rest.

SMILES | 697 NFkB inh | Gli-Sufu block | SENP8 inh | SENP7 inh | UBC13 inh | Jurkat NFkB inh | Apaf-1 inh | HKDC1 inh
CC(=O)N1CCC(C(=O)Nc2cc(C)cc(C)c2)CC1 | 13 | 7 | 1 | -7 | -1 | 5 | -14 | -2
CC(Oc1cccc(Cl)c1)C(=O)N1CCN(c2ncccn2)CC1 (configuration not stated) | 18 | -5 | -2 | -2 | -4 | -2 | -2 | -6
C/C(CC(=O)Nc1ccc2c(c1)OCCO2)=N\NC(=O)c1ccccc1F | 6 | 19 | -4 | 7 | 5 | -16 | 3 | 5
CCOC(=O)CC1C(=O)NCCN1S(=O)(=O)c1ccc(Cl)cc1Cl (configuration not stated) | -11 | 4 | -5 | -4 | 9 | -6 | -1 | 0
O=C(Cc1ccc([N+](=O)[O-])cc1)Nc1nccs1 | -6 | -1 | 1 | 2 | 5 | 8 | -16 | -3
COc1ccc(S(=O)(=O)N2CCOC23CCN(C(=O)c2c(F)cccc2Cl)CC3)cc1 | 5 | 4 | -2 | -7 | 3 | 5 | 4 | 1
O=C(COC(=O)c1cc2ccccc2o1)NCc1ccco1 | -3 | -7 | 1 | -3 | 1 | 1 | 4 | -3
CC(c1ccncn1)N(C)Cc1nc(-c2ccc(C(F)(F)F)cc2)no1 (configuration not stated) | -26 | 2 | -10 | -14 | -4 | -8 | -1 | -11
Cc1cccc(C)c1OCC(=O)Nc1ncn[nH]1 | 11 | -2 | -5 | -1 | 7 | 11 | -9 | 1
CCOc1ccc(Oc2ccc(-c3nnc(-c4ccccc4)o3)cc2[N+](=O)[O-])cc1 | 15 | -5 | -2 | -3 | -6 | 6 | 9 | 0
O=C(O)c1cc(-c2ccc(/C=N/NC(=S)Nc3ccccc3)o2)ccc1Cl | -42 | -11 | 14 | 2 | -12 | -8 | 9 | 7
O=C(Nc1ccc2c(c1)OCO2)C1CCCN(S(=O)(=O)Cc2ccccc2)C1 (configuration not stated) | -1 | -6 | -5 | 6 | -2 | -13 | 0 | 0
O=C(N/N=C/c1cccs1)c1ccc2ccccc2c1 | -40 | -38 | 2 | 5 | -2 | 21 | 21 | -9
Cc1ccc(C(=O)CSc2nc(C)cc(C)c2C(N)=O)cc1 | 1 | -32 | -1 | 4 | 8 | 2 | 1 | 2
Cc1ccc(-c2csc(NC(=O)C3CC=CCC3C(=O)O)c2C(=O)OC(C)C)cc1 (configuration not stated) | 5 | -4 | 22 | 0 | -11 | -3 | 15 | 2
CCCCN(C(=O)c1nn(C)c(=O)c2ccccc12)c1c(N)n(CC(C)C)c(=O)[nH]c1=O | 13 | -7 | -12 | 1 | 6 | -5 | -3 | -2
COc1cccc(OC)c1OCCCSc1nc(C)cc(=O)[nH]1 | 16 | -1 | 5 | -1 | 1 | 10 | -6 | 7
OCC1(Cc2ccc(F)cc2)CCCN(Cc2ccc(F)cc2Cl)C1 (configuration not stated) | -12 | 25 | -11 | -13 | -5 | 2 | 16 | -4
Cc1ccc(NC(=O)C2c3ccccc3Oc3ccccc32)c(C)c1 | 2 | 4 | -1 | -3 | -6 | -1 | -8 | -8
COc1ccccc1NC(=O)C(=O)Nc1ccc2c(c1)N(C(=O)C1CC1)CCC2 | -27 | -14 | -19 | 56* | 3 | -9 | 31 | -4
O=C(Cn1cnc2ccccc2c1=O)N1CCN(c2ccc(F)cc2)CC1 | -1 | -1 | 2 | 2 | 1 | 4 | 2 | -5
O=C(O)c1cccc(-n2c(O)c(C=C3N=c4ccccc4=N3)sc2=S)c1 | -2 | 7 | 27 | 7 | -26 | -3 | -10 | -11
COc1cccc(C(C(=O)NCc2ccco2)N(C(=O)Cn2nnc3ccccc32)C2CC2)c1OC (configuration not stated) | 15 | 4 | -10 | 14 | -3 | 8 | -2 | -6
Cc1ccc(C(=O)NCCSCc2ccc(Cl)cc2Cl)cc1[N+](=O)[O-] | -8 | 18 | -5 | -2 | -6 | -4 | 5 | 2
Cc1ccc(O)c(N=NC2=C(O)CC(C)(C)CC2=O)c1 | -67 | 8 | -3 | -4 | -105 | -21 | 2 | -21
COc1ccc(CNCCC(c2ccc(OC)cc2)c2ccccc2OC)cc1 (configuration not stated) | -18 | 23 | -10 | -1 | 9 | 0 | 18 | 0
O=C(Nc1ccccc1)N1CCN(Cc2ccc(Cl)cc2)CC1 | -7 | 7 | 0 | -7 | -3 | 0 | -2 | 10
Cc1nc2sc3c(c2c(=O)[nH]1)CCCC3 | 14 | 1 | -4 | 4 | 17 | 1 | -15 | -5
O=C1C(Cl)=C(N2CCCC2)C(=O)N1c1ccccc1F | 8 | -12 | 1 | -4 | -6 | 8 | 0 | -7
COc1ccc(S(=O)(=O)N2CCCC(C(=O)NCCCn3ccnc3)C2)cc1OC (configuration not stated) | 5 | 15 | -1 | -6 | 2 | 0 | 2 | 2
COc1cccc(CN2CCNC(=O)C2CC(=O)N(C)Cc2nc(C)cs2)c1OC (configuration not stated) | 15 | 3 | 8 | 3 | 2 | -1 | -9 | 9
COc1ccc(-c2cc(C(F)(F)F)nc(N3CCN(Cc4ccccc4)CC3)n2)cc1OC | -4 | 6 | -11 | -2 | -2 | -3 | 19 | 3
N#Cc1c(NC(=O)CSc2nc(-c3ccco3)cc(C(F)(F)F)n2)sc2c1CCCC2 | 2 | 0 | -3 | 12 | -11 | 1 | 2 | -4
N=C(CC1CC(=O)NC(=O)C1)C1=C(O)CCCC1=O | 6 | -14 | -3 | 1 | 6 | 17 | -3 | -8
COc1ccc(S(=O)(=O)NCc2ccccn2)cc1NC(=O)c1ccccc1 | -3 | 36 | -2 | 1 | 1 | 43 | 3 | -3
O=C(NNC(=O)c1cccnc1SCc1cccc([N+](=O)[O-])c1)c1cccnc1 | 22 | 6 | -13 | 0 | -9 | 6 | 5 | -6
CCOc1ccc(S(=O)(=O)N2CCCCC2)cc1NC(=O)Cc1cccs1 | 11 | 19 | 10 | 0 | 0 | 2 | -4 | -1
N#CC(C#N)=Cc1cc2ccccc2nc1N1CCOCC1 | -26 | -7 | -7 | -2 | -15 | -2 | 7 | 18
CSC1CCCCC1(O)CSc1nc2c(cc1C#N)CCCC2 (configuration not stated) | 40* | 2 | 0 | 9 | 7 | -12 | 17 | -5
COC(CNc1cc(=O)oc2ccccc12)OC | 15 | -3 | 5 | 1 | 7 | -11 | -6 | -5
O=C1N=C(N2CCCCC2)S/C1=C\c1ccc(Cl)cc1 | -10 | -19 | -21 | -10 | 2 | 5 | 9 | -3
O=C(CSc1ccc(-c2ccco2)nn1)NCCc1ccccc1 | 22 | -20 | -8 | -3 | -8 | 0 | 1 | 0
CCOC(=O)c1ccc(S(=O)(=O)NCCNCc2ccccc2)cc1 | 14 | 4 | -6 | -7 | 17 | -2 | 3 | -4
CCNC(=O)CC1C(=O)N(c2ccccc2)C(=O)N1CCC(C)C (configuration not stated) | 15 | -11 | 2 | -4 | 3 | 2 | -18 | -5
COc1cccc(N2CCC(N3CCN(C)C(CCO)C3)CC2)c1 (configuration not stated) | -18 | 7 | 2 | -12 | -9 | -9 | 11 | -4

Some values from above.
For SENP7 inh, CCOc1ccc(S(=O)(=O)N2CCCCC2)cc1NC(=O)Cc1cccs1 has the entry 0
For HKDC1 inh, O=C(CSc1ccc(-c2ccco2)nn1)NCCc1ccccc1 has the entry 0

Remaining list, next part
SMILES | 697 NFkB inh | Gli-Sufu block | SENP8 inh | SENP7 inh | UBC13 inh | Jurkat NFkB inh | Apaf-1 inh | HKDC1 inh
Nc1cccnc1Sc1cccc(Cl)c1 | -2 | -19 | 31 | 41 | -25 | -14 | 76* | 5
CSc1nnc(SCC2=NNC(=O)SC2)s1 | 7 | 5 | -4 | 12 | 3 | -12 | 6 | -3
COc1cc(CNC(C)(C)C)ccc1OCC(=O)NC(C)(C)C | 9 | -14 | -5 | -3 | -6 | -8 | -1 | -4
CCc1ccc(S(=O)(=O)NC(=S)Nc2ccccc2)cc1 | 12 | 1 | 2 | 1 | 0 | -19 | -2 | -12
O=C(C[n+]1ccccc1)N/N=C/c1cccs1 | 14 | -6 | 3 | -8 | 0 | 5 | -21 | -13
Cc1cc(C)nc(NC(=O)c2ccc(C)c([N+](=O)[O-])c2)n1 | -8 | 2 | -8 | -5 | -2 | -14 | 9 | 0
CC(=O)NCCOC(=O)c1nn(Cc2ccccc2)c(=O)c2ccccc12 | 14 | -22 | -5 | 3 | 11 | 22 | 3 | -3
COc1ccc(/C=C(\NC(=O)c2ccco2)C(=O)Nc2ccc(C(C)=O)cc2)cc1 | 20 | -5 | 4 | -9 | -12 | -13 | -9 | -5
O=C(NCCO)C1COc2ccccc2O1 (configuration not stated) | -3 | -17 | -9 | -4 | 5 | 9 | -11 | 1
Cc1ccc(C(=O)NC(C)c2ccncc2)o1 (configuration not stated) | -4 | -8 | 0 | -3 | -4 | 14 | -16 | -4
CCCS(=O)(=O)N1CCC(C(=O)N2CCc3ccccc3C2)CC1 | 10 | 16 | 6 | 6 | 6 | 0 | 10 | -1
CC(C)Cc1nc2sc3c(c2c(=O)n1N)CC(C(C)C)OC3 (configuration not stated) | 2 | -2 | 3 | 8 | 0 | -2 | 5 | -3
O=C(CSc1nnc(Cn2cnc3ccccc32)o1)c1ccccc1 | -42 | -15 | -7 | -5 | -8 | -3 | 6 | 3
CC(=O)Nc1ccc(S(=O)(=O)Nc2ccccc2C(=O)N2CCCC2)cc1 | 11 | -10 | -12 | -13 | 1 | 2 | 7 | -5
CC(Sc1ccc(S(=O)(=O)N2CCCCCC2)cn1)C(N)=O (configuration not stated) | 23 | -2 | 6 | 5 | 0 | 12 | 5 | -9

Only SENP8 inh, UBC13 inh and Apaf-1 inh, for some of the entries so far:
molecule,SENP8 inh,UBC13 inh,Apaf-1 inh
O=C(NCCO)C1COc2ccccc2O1 (configuration not stated),-9,5,-11
Cc1ccc(C(=O)NC(C)c2ccncc2)o1 (configuration not stated),0,-4,-16
CCCS(=O)(=O)N1CCC(C(=O)N2CCc3ccccc3C2)CC1,6,6,10
CC(C)Cc1nc2sc3c(c2c(=O)n1N)CC(C(C)C)OC3 (configuration not stated),3,0,5
O=C(CSc1nnc(Cn2cnc3ccccc32)o1)c1ccccc1,-7,-8,6

Taken from the results shown, 2 compounds:
SMILES | 697 NFkB inh | Gli-Sufu block | SENP8 inh | SENP7 inh | UBC13 inh | Jurkat NFkB inh | Apaf-1 inh | HKDC1 inh
CC(=O)Nc1ccc(S(=O)(=O)Nc2ccccc2C(=O)N2CCCC2)cc1 | 11 | -10 | -12 | -13 | 1 | 2 | 7 | -5
CC(Sc1ccc(S(=O)(=O)N2CCCCCC2)cn1)C(N)=O (configuration not stated) | 23 | -2 | 6 | 5 | 0 | 12 | 5 | -9

Further structures.
SMILES | 697 NFkB inh | Gli-Sufu block | SENP8 inh | SENP7 inh | UBC13 inh | Jurkat NFkB inh | Apaf-1 inh | HKDC1 inh
COc1ccc(S(N)(=O)=O)cc1C(=O)NCCCN1CCN(c2ccccc2OC)CC1 | 25 | 23 | -7 | -3 | -10 | -17 | -2 | -2
CC(=O)c1c(C)n(-c2ccccc2)c2ccc(OCC(N)=O)cc12 | -2 | 4 | -7 | -8 | -5 | -7 | 5 | -4
O=C(OCC(=O)N1CCCCC1)c1ccc(OC(F)(F)F)cc1 | 15 | -3 | 0 | 5 | 8 | -1 | 3 | -10
CCCCCCSc1ccc([C@H]2N[C@@](Cc3ccccc3)(C(=O)OC)[C@H]3C(=O)N(C)C(=O)[C@@H]23)cc1 | 3 | 5 | 2 | -4 | 9 | 9 | 23 | -3
O=C(Nc1cc2c3c(c1)CC(=O)N3CCC2)c1ccc(Br)cc1 | -9 | 11 | -6 | 9 | 4 | -8 | 14 | 6
CCOC(=O)CSc1nc2c(cnn2-c2ccc(Cl)cc2)c(=O)[nH]1 | -6 | 10 | 3 | 5 | -2 | 5 | 5 | -3
CC(C)OCCCNc1ncnc2c1[nH]c1ccccc12 | 17 | 64* | -3 | 2 | 9 | 35 | -6 | 8
COc1cccc(C2/C(=C(\O)c3ccc(OC)c(OC)c3)C(=O)C(=O)N2c2cc(C)on2)c1 (configuration not stated) | 7 | 8 | -3 | 3 | -11 | 4 | 7 | 8

Compound activity from PubChem.
